From PubChem
MCF10A rereplic: inducers of DNA re-replication in MCF 10A breast cells; MCF 10A DNA re-replication, Hoechst nuclear intensity, 48 h; Potency, µM (doses to about 46.1 µM), without a hit: top-dose activity, positive = re-replication, hits mostly activators; actives 2.9% (n = 350,000); further: potency means the concentration at half of the fitted maximal effect; % of control where 0% means no effect; nearly all actives have a fitted effect of over 50% in size
Nrf2 inh: Nrf2 pathway inhibition | A549 ARE-Fluc reporter, luciferase luminescence, 18-24 h | Potency, µM (doses to about 46 µM), for the others: top-dose activity change, negative = inhibition, actives largely listed as inhibitors | actives 2.1% (n = 360,000); further: potency means the concentration at half of the fitted maximal effect; on the % scale 0 is the no-effect control and ±100 the full control effect; nearly all actives have a fitted effect of over 60% in size
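Nrf2 activity is the BugLite luminescence, read 15 min after reagent at room temperature, following CellTiter-Fluor cytotoxicity readout (30 min, 37C). Compound titrations were applied for 18-24 h to 5000 A549 ARE_Fluc cells/well in 5% FBS OPTI-MEM.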
HepG2 tox: HepG2 cytotoxicity, counter-screen for TGF-b inhibitors; actives 0.76% (n = 410,000); HepG2 CAGA-GFP viability, ATP luminescence, 18 h; AID 588856; Potency, µM (doses to about 46.1 µM), inactives show at the highest dose activity change, negative = cytotoxicity, usual class: cytotoxic; further: potency means the concentration at half of the fitted maximal effect; some results filed as inactive show a strong effect at the top dose
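HepG2 CAGA-GFP cells (1000/well, DMEM with 1% FBS) received compound, then TGF-beta at 500 pg/mL final, and were incubated 18 hours at 37 degrees C. Viability was read by CellTiter-Glo luminescence. Media-only wells were set as complete cell-killing and DMSO as no toxicity.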
ATXN viability: viability counter-screen for ATXN expression inhibitors; S2 cells (HEK-293 line with an ATXN2-luciferase reporter) viability, CellTiter-Fluor protease fluorescence, 24 h; Potency, µM (titrated, usually from 56.7 µM), actives largely listed as cytotoxic; actives 0.49% (n = 400,000); AID 651635; further: potency means the concentration at half of the fitted maximal effect; nearly all actives have a fitted effect of over 40% in size
TGFb SMAD3 inh: TGF-b pathway inhibition. HepG2 CAGA-GFP TGF-b/SMAD3 reporter, GFP fluorescence, 18 h; TGF-beta stimulated, 500 pg/mL final. Potency, µM (highest dose often 46.1 µM), inactives show at the highest dose activity, negative = inhibition, most hits filed as inhibitors. actives 1.2% (n = 410,000); further: potency means the concentration at half of the fitted maximal effect; on the % scale 0 is the no-effect control and ±100 the full control effect; nearly all actives have a fitted effect of over 65% in size
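Cell-based qHTS in HEPG2 carrying a CAGA-GFP Smad reporter; compounds added before 500 pg/mL final TGF-beta, 18 h incubation at 37 degrees C, GFP fluorescence quantified per cell by imaging cytometry.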
IL-1B inflam inh: inflammasome signaling inhibition, IL-1 beta readout; AID 743279; activity change, % at 57.5 µM; actives 4.7% (n = 360,000); THP-1 LPS/ATP IL-1B secretion, AlphaLISA, 16 h; stronger effect = lower value; in the data active means activity change below about -50%; inconclusive means mostly about -30% to -49%; further: on the % scale 0 is the no-effect control and ±100 the full control effect
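THP-1 cells pretreated 1 hr with compounds (up to 57.5 uM final), then stimulated with LPS (250 ng/mL final) plus ATP (1.25 mM final); secreted IL-1B measured by AlphaLISA after 16 hr, decreased signal indicating inhibition.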
A549 tox: counter-screen for Nrf2 inhibitors: cytotoxicity in A549 cells. A549 ARE-Fluc cells, CellTiter-Fluor viability, 18-24 h. Potency, µM (top dose mostly 46 µM), for inactives: at the highest dose activity change, negative = cytotoxicity, actives largely listed as inhibitors. actives 0.16% (n = 390,000). AID 504648; further: potency means the concentration at half of the fitted maximal effect; on the % scale 0 is the no-effect control and ±100 the full control effect
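A549 ARE_Fluc cells in 5% FBS OPTI-MEM were exposed to compounds in concentration-response for 18-24 h at 37 deg C. Viability was read by CellTiter-Fluor fluorescence (Ex 405/Em 525) after 30 min, before the luciferase read.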
Nrf2 ARE act: activators of Nrf2 (ARE) signaling; AREc32 ARE-luciferase reporter (MCF7-derived line), luminescence, 24 h; actives 0.31% (n = 410,000); Potency, µM (top dose mostly 46.1 µM), without a hit: at the highest dose activation, hits mostly activators; AID 624171; further: potency means the concentration at half of the fitted maximal effect; % of control where 0% means no effect; nearly all actives have a fitted effect of over 65% in size
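ARE activation measured as luciferase luminescence (Steady-Glo, 30 min RT) in AREc32_Fluc cells after 24 hr compound exposure at 37 deg C, 5% CO2; cells seeded overnight at 1000/well in OPTI-MEM, 5% FBS.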
ATXN2 expr inh: inhibitors of ATXN2 expression; HEK-293 ATXN2-luciferase reporter, luminescence, 24 h; Potency, µM (highest dose often 57 µM), for inactives: at the highest dose activity change, negative = inhibition, actives largely listed as inhibitors; actives 0.72% (n = 360,000); AID 1745845; further: potency means the concentration at half of the fitted maximal effect; on the % scale 0 is the no-effect control and ±100 the full control effect; nearly all actives have a fitted effect of over 55% in size
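qHTS (up to 57 uM final) was run with 24 h compound exposure of reporter cells at 37 °C. Each well was multiplexed: SteadyGlo luminescence measured ATXN2-luciferase expression after a fluorogenic Gly-Phe-AFC viability readout (25 uM final).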
Numbers without * were called inactive; i = inactive; ? = inconclusive; / = not tested or not shown; [ ] = dose if it differs, or a comment. Unless noted, the call rests on the fitted dose curve; in most records, active means well fitted curve in the direction sought with a large enough effect; inconclusive means small, poorly fitted or top-dose-only effect, or another doubt; inactive means no such curve, though single readings can be large; an effect the other way counts as inactive or inconclusive.

SMILES	MCF10A rereplic	Nrf2 inh	HepG2 tox	ATXN viability	TGFb SMAD3 inh	IL-1B inflam inh	A549 tox	Nrf2 ARE act	ATXN2 expr inh
COc1ccccc1CNS(=O)(=O)c1cnc(N)nc1	/	/	-6%	/	-3%	/	-2%	-0.5%	/
O=C1CNC(=S)N1Cc1ccc(F)cc1	1%	8%	-15%	i	1%	0	1%	0.6%	/
CN(C)/N=C/c1ccc(OC(=O)c2cccc([N+](=O)[O-])c2)cc1	-1%	-6%	-60%	i	-3%	-14	-2%	0.6%	-15%
CCc1cc2c(=O)c(-c3ccc(F)cc3)c(C)oc2cc1OCC(=O)O	4%	4%	-4%	i	7%	8	9%	-0.8%	-13%
O=[N+]([O-])c1ccc(NS(=O)(=O)c2ccc(Cl)c(Cl)c2)cc1	/	/	-9%	?	10µM*	-27	/	0.3%	?
O=C(CN1C(=O)NC2(CCCCC2)C1=O)Nc1cc(C(F)(F)F)ccc1N1CCCCC1	?	-6%	-11%	i	-7%	14	-4%	-0.7%	-4%
C(=N\Nc1nc(N2CCOCC2)nc(N2CCOCC2)n1)/c1ccncc1	-6%	25%	15%	i	-20%	8	4%	-0.2%	-14%[11.3 µM]
CCOC(=O)CCN(C(=O)Nc1ccccc1)C1CCCCC1	-4%	?	4%	i	-13%	-6	4%	-0.8%	15%
COc1ccc(OCC(=O)NNC(=O)Nc2cccc(Cl)c2)cc1	-30%	-2%	41%	i	13%	i	-1%	-0.6%	-6%
COc1ccc(OCCCC(=O)OCC(=O)Nc2c(C)nn(-c3ccccc3)c2C)cc1	-2%	-12%	4%	i	2%	19	0%	-0.3%	-8%
Cc1cccc(-n2cnc3c(sc4nc(N5CCOCC5)c5c(c43)CCCC5)c2=O)c1	0%	?	3%	i	33%[activator]	?	22%	0.5%	-9%
C=CCn1c(C)nc2ccccc2c1=O	-5%	-5%	-2%	i	-17%	0	3%	-0.7%	/
COc1ccc(NC(=O)CSc2nnnn2-c2ccccc2OC)c(OC)c1	-2%	-13%	-6%	i	8%	7	0%	-0.1%	7%
Cc1ccc(CSc2ncnc3c2cnn3Cc2ccccc2)cc1	-185%[0.0737 µM]	-27%	-24%	i	-15%	7	2%	0.5%	7%
COc1ccc(NC(=O)C/C(C)=N/NC(=O)c2ccncc2)c([N+](=O)[O-])c1	-3%	-13%	-6%	i	5%	-3	-8%	0.5%	9%
CN(C)c1cccc(CNC(=O)c2csc(COCCO)n2)c1	/	/	0%	i	17%	0	/	-0.4%[9.22 µM]	1%
COc1cc(C)c(/C=C(\C#N)C(=O)Nc2ccc(C)cc2)cc1C(C)C	?	-8%	3%	/	-14%	-10	2%	-0.1%	-22%
CNC(=O)/C(C#N)=C/c1c(N2CCN(c3ccccc3)CC2)nc2c(C)cccn2c1=O	15%	-11%	-25%	/	0%	-13	2%	1.9%	-29%
Cc1ccc(C)c(NC(=O)Cc2ccc(S(=O)(=O)N3CCCCC3)s2)c1	-1%	1%	4%	i	-6%	-12	-3%	-0.4%	-8%
Cc1ccc(-c2noc(C3CCCN(C(=O)c4ccc(C(C)(C)C)cc4)C3)n2)o1 (stereo unspecified)	?	?	-26%	i	-27%	-28	-20%	0.6%	-26%
CCOC(=O)Cc1csc2nc(-c3ccccc3)nn12	-9%	-6%	7%	?	3%	24	1%	-0.8%	/
CC(=O)N/C(=C\c1ccc(F)cc1)C(=O)NC(Cc1c[nH]c2ccccc12)C(=O)O (stereo unspecified)	-10%	14%	-1%	i	4%	17	1%	-1.6%	-19%
COC(=O)C1=C(C)N=c2s/c(=C/c3cccs3)c(=O)n2C1c1cccs1 (stereo unspecified)	1%	-5%	-2%	i	-5%	-20	-1%	-0.1%	-11%
CCc1nc2ccc(C(=O)N3CCN(c4ccc([N+](=O)[O-])cc4)CC3)cc2nc1CC	?	2%	-18%	i	?	?	-2%	4.8%	/
O=C1CCC(C(=O)Nc2cccc(Br)c2)N1 (stereo unspecified)	0%	-8%	12%	i	7%	3	-9%	0.4%	-4%
The results go on:
SMILES	MCF10A rereplic	Nrf2 inh	HepG2 tox	ATXN viability	TGFb SMAD3 inh	IL-1B inflam inh	A549 tox	Nrf2 ARE act	ATXN2 expr inh
CCC(=O)Nc1ccc(Oc2ccc(NC(=O)CC)c(NC(=O)CC)c2)cc1	?	?	-10%	i	-1%	3	-2%	0.0%	-15%
C[C@H]1COC(=O)[C@@H](CC(=O)OC(C)(C)C)C/C=C\C[C@H](CC(=O)NCCO)C(=O)N1	0%	2%	-13%	i	0%	15	-6%	-0.1%	3%
COc1ccc(Nc2nc(N3CCOCC3)nc(N3CCOCC3)n2)cc1Cl	1%	?	16%	i	11%	-58*	-4%	0.0%	-12%
O=C(CSc1nc2c(sc3ccccc32)c(=O)n1CCCN1CCOCC1)NCC1CCCO1 (stereo unspecified)	-1%	-15%	-15%	i	-2%	-12	1%	0.5%	-15%
CCOc1ccc(CN2CCN(Cc3cc4c(cc3Cl)OCO4)CC2CCO)cc1 (stereo unspecified)	4%	-14%	-20%	i	-15%	-60*	-11%	2.8%	-34%
NC(=O)c1cccc(-c2ccnc3c2CC(C(=O)NCCC(F)(F)F)O3)c1 (stereo unspecified)	/	/	-18%	i	5%	16	/	-0.6%	7%
COc1ccc(-c2noc(CN(C(=O)C(C)Oc3ccc(C)cc3)C(C)C)n2)cc1 (stereo unspecified)	/	?	-26%	/	/	/	-2%	-0.1%	/
CCSc1nnc(-c2cccc(S(=O)(=O)N(C)C)c2)n1-c1cc(OC)ccc1OC	1%	5%	-27%	i	23%	9	-3%	2.2%	-4%
CC(C)Oc1ccc(C(=O)NC(=S)N2CCOCC2)cc1	-4%	6%	-2%	i	-3%	-4	-2%	0.0%[9.22 µM]	10%
COc1ccc(NC(=O)CN2C(=O)COc3ccc(S(=O)(=O)Nc4ccccc4)cc32)cc1OC	/	/	-3%	/	?	/	-11%	0.8%	/
CCCc1nc2ccccc2c(C(=O)OC2CCOC2=O)c1CC (stereo unspecified)	3%	18%	8%	i	4%	14	-1%	-0.1%	3%
COCCCNC(=S)NNC(=O)C1CC1c1ccc(C(C)(C)C)cc1 (stereo unspecified)	-1%	21µM*	-1%	i	-9%	8	-2%	-0.9%	/
CC(=O)c1cccc(NC(=O)CCS(=O)(=O)c2cccc3nsnc23)c1	4%	15%	-10%	i	-7%	20	0%	6.0%	-4%
CCOC(=O)C(C)(C)NS(=O)(=O)c1ccc(Cl)c([N+](=O)[O-])c1	?	5%	2%	i	-20%	-93*	-1%	?	-1%
Cn1c(=O)c2c(nc(N3CCOCC3)n2CCCNC2=NCCCCC2)n(C)c1=O	1%	14%	-2%	/	0%	2	-8%	0.2%	/
COc1cc(/C=C/C(=O)OC(C)C(=O)NC2CCCCC2C)cc(Cl)c1OC (stereo unspecified)	5%	3%	-13%	i	?	9	0%	-0.5%	-5%
O=C(c1ccco1)N1CCN(C(=O)C2CC(=O)N(c3ccccc3)C2)CC1 (stereo unspecified)	-18%	4%	-13%	i	-25%	i	4%	-0.5%	-13%
O=C(c1sc2cc([N+](=O)[O-])ccc2c1Cl)N1CCCCC1	-1%	-14%	-15%	i	-8%	?	-1%	3.2%	-15%
Cc1cccc(S(=O)(=O)NC2CCCCCCC2)c1	6%	-11%	-14%	i	-36%	-6	-4%	2.5%	3%
CCCCNC(=O)c1ccc2c(c1)ncn2-c1cc(OC)ccc1OC	/	/	-10%	/	-7%	/	7%	4.1%	/
CCN(CC)c1ccc(/C=N/NC(=O)c2cnccn2)c(O)c1	18µM*	-5%	-17%	7.9µM*	?	254	-9%	-0.1%	/
CCc1ccc2oc(=O)cc(CN3CCOCC3)c2c1	-8%	-8%	-17%	i	21%	2	3%	0.6%	-4%
Cc1ccc(NS(=O)(=O)c2ccc3c(c2)NC(=O)CC(=O)N3)cc1C	2%	-16%	-6%	i	6%	-3	0%	-0.4%	8%[11.3 µM]
CN(C)C(=O)CCc1ccc2c3c([nH]c2c1)[C@]1(C)[C@@H](C(=O)N2CCCCC2)C[C@H](CC(=O)NCCc2ccccn2)C(=O)N1CC3	?	3%	0%	i	20%	-10	10%	-1.4%	5%
CCC1CCCCN1C(=O)NC(=O)c1ccccc1 (stereo unspecified)	0%	-7%	-3%	i	-3%	0	2%	0.0%	2%

Quoted from the results shown, two compounds:
SMILES	MCF10A rereplic	Nrf2 inh	HepG2 tox	ATXN viability	TGFb SMAD3 inh	IL-1B inflam inh	A549 tox	Nrf2 ARE act	ATXN2 expr inh
CCC(=O)Nc1ccc(Oc2ccc(NC(=O)CC)c(NC(=O)CC)c2)cc1	?	?	-10%	i	-1%	3	-2%	0.0%	-15%
C[C@H]1COC(=O)[C@@H](CC(=O)OC(C)(C)C)C/C=C\C[C@H](CC(=O)NCCO)C(=O)N1	0%	2%	-13%	i	0%	15	-6%	-0.1%	3%

The list continues.
SMILES	MCF10A rereplic	Nrf2 inh	HepG2 tox	ATXN viability	TGFb SMAD3 inh	IL-1B inflam inh	A549 tox	Nrf2 ARE act	ATXN2 expr inh
COc1cccc(C2CC(c3ccccc3C)n3nc(N)nc3N2)c1 (stereo unspecified)	-2%	6%	-5%	i	12%	16	-1%	0.2%	7%
CNc1oc(-c2ccccc2Cl)nc1C#N	3%	/	3%	i	2%	-4	13%	2.8%	19%
O=C(O)CSC12CC3CC(C1)CC(C(=O)O)(C3)C2	1%	21%	-5%	?	1%	9	-4%	-0.8%	-21%
COc1ccc(S(=O)(=O)Nc2cc(SCC(=O)O)c(O)c3ccccc23)cc1	-11%	-1%	-107%	?	11µM*	-59*	-10%	-3.9%	/
COc1cc(-c2nc(-c3ccc4c(c3)-c3ccccc3S4(=O)=O)c(-c3ccccc3)[nH]2)cc(OC)c1OC	?	-28%	-5%	i	?	-5	0%	0.3%	2%
COC(=O)c1cnn(C(=O)c2cc(OC)ccc2Br)c1N	37%	/	-7%	i	3%	0	-3%	-0.2%	1%
